# Compound activity: PubChem, several laboratories
# NOD2 RIPK2 PPI: blocks binding of human NOD2 to RIPK2. O43353. CHO BLA complementation NOD2-RIPK2, CCF4 ratio. inhibition, % at 4.98 µM. 360,000 compounds, 0.38% hits; in the data active means inhibition above about 21%;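 further: 0% = vehicle only and 100% = reference blocker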
# TWEAK-Fn14 inh: TWEAK-Fn14 signaling inhibition | inhibition, % at 10 µM | TWEAK-stimulated Fn14 reporter cells, luciferase luminescence, 8 h | 360,000 compounds, 2% hits; in the data active means inhibition above about 50%
# NCOA3 inh: human NCOA3 inhibition; Q9Y6Q9; HEK293 GAL4-SRC3 luciferase reporter, luminescence; inhibition, % at 3.6 µM; 360,000 compounds, 0.17% hits; AID 588352;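 active means inhibition above a per-campaign cutoff, the mean of all compounds plus 3 SD, cut at about 60% in these data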;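 further: 0% = DMSO-treated cells and 100% = gossypol-treated cells at 36 µM; higher means less SRC3-driven luciferase light from the GAL4 reporter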
# LRH-1 inv ag: inverse agonists of human LRH-1 (NR5A2); O00482; HEK293T StAR-luciferase reporter, LRH-1 transfected, 24 h; inhibition, % at 3.6 µM; 360,000 compounds, 0.13% hits;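 active means inhibition above the mean inhibition of all tested compounds plus 3 SD, cut at about 73% in these data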;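 further: 0% = DMSO wells and 100% = reporter-only cells lacking LRH-1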
# TROY signal inh: inhibitors of TROY-dependent NF-kB signaling. Q293 LMP1-TROYcd NF-kB luciferase reporter, 4 h. inhibition, % at 10 µM. 360,000 compounds, 0.98% hits. AID 1347056;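 active means compounds whose plate-normalised and pattern-corrected inhibition of the luciferase reporter signal at the single screening dose is 50% or more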
# ABHD5 PLIN5 PPI: blocks binding of human ABHD5 to perilipin-5 | Split G. princeps luciferase complementation, luminescence, 4 h | inhibition, % at 4 µM | 360,000 compounds, 0.78% hits;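 active means inhibition above the mean inhibition across every tested compound plus 3 SD, cut at about 22% in these data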;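 further: 0% = DMSO only wells and the 100% control is not disclosed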
# NR2F2 inh: blocks human COUP-TFII nuclear receptor; P24468; HEK293T NGFI-A luciferase reporter, luminescence; inhibition, % at 8.6 µM; 370,000 compounds, 0.7% hits; AID 686940;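 active means inhibition above a per-plate cutoff, mean inhibition of test wells between control levels plus 3 SD, cut at about 38% in these data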;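 further: cells cotransfected with COUP-TFII expression vector driving the NGFI-A reporter; 0% = median of COUP-TF2 test wells and 100% = reporter-only cells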
# Granule exo inh: lytic granule exocytosis inhibition; inhibition, % at 10 µM; 360,000 compounds, 0.66% hits; TALL-104 LAMP-1 surface exposure, flow cytometry; cells stimulated with thapsigargin and PMA; AID 651702;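 active means inhibition above about 55%, limit read from the data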
# NCOA1 inh: inhibitors of human steroid receptor coactivator 1 (SRC1) | Q15788 | 360,000 compounds, 0.12% hits | AID 588354 | inhibition, % at 3.6 µM | HEK293 GAL4-SRC1 luciferase reporter, luminescence;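 active means inhibition above the campaign mean plus 3 SD, with each screening campaign given its own cutoff, cut at about 60% in these data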;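 further: 0% = DMSO treated cells and 100% = gossypol at 36 µM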
# NCOA2 inhibitor: inhibits human steroid receptor coactivator 2. Q15596. HEK293 GAL4-SRC2 luciferase reporter, luminescence. inhibition, % at 9 µM. 370,000 compounds, 0.17% hits;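 active means inhibition above the mean inhibition of all tested compounds plus 3 SD, set per campaign, cut at about 52% in these data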;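 further: 0% = DMSO treated cells and 100% = cells given Gossypol at 36 µM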
# TLR9-MyD88 inh: blocks human TLR9 binding to MyD88 | AID 504734 | 340,000 compounds, 0.21% hits | inhibition, % at 4.98 µM | CHO BLA complementation TLR9-MyD88, CCF4 FRET ratio;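 active means inhibition above the mean over all tested compounds plus 3 SD, cut at about 21% in these data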;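 further: 0% = DMSO only wells and 100% = clavulanate BLA inhibitor control wells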
# * = called active by the depositor; · = no result given. These rows are one share of the data, so the mix of outcomes need not match the whole.
SMILES,NOD2 RIPK2 PPI,TWEAK-Fn14 inh,NCOA3 inh,LRH-1 inv ag,TROY signal inh,ABHD5 PLIN5 PPI,NR2F2 inh,Granule exo inh,NCOA1 inh,NCOA2 inhibitor,TLR9-MyD88 inh
CCn1c(/C=C/c2c[nH]c3ccccc23)nc2ccccc2c1=O,1,35,-92,-95,-7,-4,-46,0,-104,-13,-1
CC1CCN(c2nc3c(c(=O)[nH]c(=O)n3C)n2Cc2ccccc2Cl)CC1,1,-10,-10,-9,4,2,8,-1,8,-3,-4
O=C(NC1CCCCC1)C(c1ccco1)N(C(=O)c1csnn1)c1ccc(Cl)cc1 (stereo not given),-1,18,6,-9,-2,-5,24,5,0,-17,-13
COc1cc(C)c(C#N)c(OC)n1,6,4,9,11,-15,3,-3,-2,5,-8,9
COc1ccc(CN2C(=O)c3ccccc3C2C(=O)NC2CCC(C)CC2)c(OC)c1 (stereo not given),0,4,16,-10,8,2,18,6,10,1,2
Cc1c(NC(=O)CSc2nc(N)cc(N)n2)c(=O)n(-c2ccccc2)n1C,0,2,4,2,7,-8,8,-3,-14,3,-1
CS(=O)(=O)NCc1ccc(C(=O)NCCOc2ccccc2)cc1,-15,9,-73,-156,-18,2,·,6,-83,·,-4
CCCCNC(=O)Nc1ccccc1C(=O)NCCC,8,-9,10,8,7,-6,-7,-1,-20,13,3
CC(=O)c1sc(NC(=O)COc2ccc(C)c(C)c2)nc1C,3,-19,8,-1,-46,0,0,1,-2,12,7
COc1ccc(OCC(O)CNC(=O)Nc2ccc(C(C)(C)C)cc2)cc1 (stereo not given),0,-10,22,-21,-13,0,12,11,12,-16,1
O=C(NCc1ccco1)c1cc([N+](=O)[O-])ccc1N1CCCCC1,-8,12,17,12,8,-1,-12,0,18,-1,-5
Cc1cccc(C2c3[nH]c4ccccc4c3CCN2Cc2ccc(C)s2)n1 (stereo not given),-9,-2,5,12,3,-2,-9,2,-9,-15,4
CCOc1ccc(NC(=S)N(CCc2c(C)[nH]c3ccc(C)cc23)Cc2cccnc2)cc1,-3,-24,-12,6,3,5,3,15,-2,-17,-9
CCOc1ccc(NC(=O)Cn2nnc(-c3ccccc3F)n2)cc1,-2,7,3,7,19,-9,-10,0,6,2,-10
COc1ccc(S(=O)(=O)N(C)C)cc1NC(=O)CSC(C)C(=O)Nc1cc(C)on1 (stereo not given),0,-22,2,-13,8,0,12,3,-27,4,-10
Cc1nn(-c2ccccc2)c(C)c1C(=O)OCC(N)=O,-4,-14,0,-3,-2,4,6,-2,1,-14,0
CC(=O)Nc1ccc2c(CSc3nnc(-c4cccnc4)n3-c3ccc(C)cc3C)cc(=O)oc2c1,-7,-2,18,13,4,2,18,-2,5,-12,5
Cc1ccc2c(c1)nnn2C1CCN(S(C)(=O)=O)CC1,-4,2,11,14,-12,4,4,3,-2,8,1
NNc1nc(-c2ccccc2Cl)nc2ccccc12,-2,-7,-4,3,4,-2,-3,4,-4,-3,-2
COC(=O)c1ccc(C)c(NC(=O)CSc2sc3c(O)cc(=O)[nH]c3c2C#N)c1,1,-9,-5,-1,3,-9,9,2,13,11,0
Cc1nc(NC(=O)C2CC2)sc1C(=O)N(C)C,-6,-13,5,14,-7,-7,9,1,-15,1,9
COC(=O)CSc1nc(C2CC2)nc2ccccc12,-1,12,-1,-6,-3,-3,4,-1,1,10,5
Cc1ccc(S(=O)(=O)NC(=O)COc2ccccc2)cc1,-7,6,-1,-1,-8,2,7,0,5,-3,-12
N#Cc1nc(-c2ccc(OCc3ccc(Cl)cc3)cc2)oc1N1CCOCC1,-2,-44,11,3,0,3,11,0,2,-43,3

# Brought forward from above: four compounds; new compounds follow.
SMILES,NOD2 RIPK2 PPI,TWEAK-Fn14 inh,NCOA3 inh,LRH-1 inv ag,TROY signal inh,ABHD5 PLIN5 PPI,NR2F2 inh,Granule exo inh,NCOA1 inh,NCOA2 inhibitor,TLR9-MyD88 inh
Cc1nc(NC(=O)C2CC2)sc1C(=O)N(C)C,-6,-13,5,14,-7,-7,9,1,-15,1,9
COC(=O)CSc1nc(C2CC2)nc2ccccc12,-1,12,-1,-6,-3,-3,4,-1,1,10,5
Cc1ccc(S(=O)(=O)NC(=O)COc2ccccc2)cc1,-7,6,-1,-1,-8,2,7,0,5,-3,-12
N#Cc1nc(-c2ccc(OCc3ccc(Cl)cc3)cc2)oc1N1CCOCC1,-2,-44,11,3,0,3,11,0,2,-43,3
Cc1ccc(NC(=S)NCc2ccco2)c(C)c1,-14,-1,7,-4,-27,-3,26,-5,-8,-24,5
CCOc1ccc(NC(=S)Nc2cccc3ccccc23)cc1,0,68*,4,-7,31,-11,7,12,-15,-6,5
O=C(NNC(=O)c1ccc(F)cc1F)c1ccc(-n2cnnn2)cc1,-1,1,-17,-4,-2,3,-2,-7,-7,0,5
Cc1cccc2[nH]c3c(N4CCC5(CC4)OCCO5)ncnc3c12,-11,40,7,20,-12,-2,7,-3,5,11,-8
O=C(NCc1ccccc1)C(c1ccc(C(F)(F)F)cc1)N1CCN(CCN2CCOCC2)CC1 (stereo not given),0,·,·,23,·,5,-5,12,·,-9,·
Cc1c(C)[n+](=O)c(-c2ccc(F)cc2)c(C)n1[O-],3,5,4,4,-10,4,-5,1,-6,-19,-2
COc1cc(C2C(C#N)=C(N)OC3=C2C(=O)CCC3)c([N+](=O)[O-])cc1OC (stereo not given),1,-2,4,9,2,0,-7,-2,-29,-22,0
CCCc1nnc(NC(=O)COc2ccc3c(c2)OCO3)s1,-9,28,-29,-5,-26,-15,5,-1,1,2,-6
CSc1ccc(Cn2c(C)c(C(=O)NCc3ccc(F)cc3)sc2=O)cc1,7,27,10,-7,38,-8,15,18,-1,13,·
CNCc1cc(Br)c(OCC(=O)Nc2ccccc2OC)c(OC)c1,-3,3,8,4,-19,8,11,0,14,13,1
Cc1cccc(NC(=S)N/N=C2\CC(C)(C)Oc3ccc(O)cc32)c1,-5,-35,-17,-10,-24,-9,-3,-13,-39,0,9
O=[N+]([O-])c1ccc(N2CCN(S(=O)(=O)c3ccccc3)CC2)cc1NCc1cccnc1,-1,14,-2,47,16,14,6,-3,-16,-24,4

# A few values from the entries so far:
# Cc1c(C)[n+](=O)c(-c2ccc(F)cc2)c(C)n1[O-] in NCOA2 inhibitor = -19
# CNCc1cc(Br)c(OCC(=O)Nc2ccccc2OC)c(OC)c1 in ABHD5 PLIN5 PPI = 8
# Cc1cccc2[nH]c3c(N4CCC5(CC4)OCCO5)ncnc3c12 in LRH-1 inv ag = 20
# CCOc1ccc(NC(=S)Nc2cccc3ccccc23)cc1 in NR2F2 inh = 7

# Whole records, looked up by structure. Order of screens: NOD2 RIPK2 PPI | TWEAK-Fn14 inh | NCOA3 inh | LRH-1 inv ag | TROY signal inh | ABHD5 PLIN5 PPI | NR2F2 inh | Granule exo inh | NCOA1 inh | NCOA2 inhibitor | TLR9-MyD88 inh
# `Cc1c(C)[n+](=O)c(-c2ccc(F)cc2)c(C)n1[O-]` as listed: 3 | 5 | 4 | 4 | -10 | 4 | -5 | 1 | -6 | -19 | -2
# `CSc1ccc(Cn2c(C)c(C(=O)NCc3ccc(F)cc3)sc2=O)cc1` as listed: 7 | 27 | 10 | -7 | 38 | -8 | 15 | 18 | -1 | 13 | ·
# `COc1cc(C2C(C#N)=C(N)OC3=C2C(=O)CCC3)c([N+](=O)[O-])cc1OC` (stereo not given) as listed: 1 | -2 | 4 | 9 | 2 | 0 | -7 | -2 | -29 | -22 | 0
# `Cc1cccc(NC(=S)N/N=C2\CC(C)(C)Oc3ccc(O)cc32)c1` as listed: -5 | -35 | -17 | -10 | -24 | -9 | -3 | -13 | -39 | 0 | 9
# `CNCc1cc(Br)c(OCC(=O)Nc2ccccc2OC)c(OC)c1` as listed: -3 | 3 | 8 | 4 | -19 | 8 | 11 | 0 | 14 | 13 | 1

# Continued.
SMILES,NOD2 RIPK2 PPI,TWEAK-Fn14 inh,NCOA3 inh,LRH-1 inv ag,TROY signal inh,ABHD5 PLIN5 PPI,NR2F2 inh,Granule exo inh,NCOA1 inh,NCOA2 inhibitor,TLR9-MyD88 inh
Cc1cc(Cl)ccc1OCC(=O)Nc1ccncc1,-1,-2,0,22,-7,-6,40*,-1,-9,-5,-6
COC(=O)COc1ccc2c(c1)O/C(=C\c1cccc([N+](=O)[O-])c1)C2=O,-8,-1,-2,-8,-23,3,24,42,8,-2,-8
C/C(=N\NC(=O)c1ccc([N+](=O)[O-])cc1)c1c(O)cc(C)oc1=O,-3,-15,0,10,-20,-1,-13,-1,7,-28,-3
O=C(c1cccc(NS(=O)(=O)c2ccccc2)c1)N1CCN(c2ccccc2)CC1,6,16,-14,9,17,3,-20,-2,-8,-20,4
CC(=O)N1N=C(C)CC1c1ccc(OCc2ccccc2)cc1 (stereo not given),-9,-11,14,-1,-22,7,15,-3,-29,-14,-7
CN(Cc1ccccc1)C(=O)c1ccccc1C(=O)OCC(=O)N(Cc1ccccc1)C(C)(C)C,-5,2,-5,25,-8,-3,-3,6,-7,0,2
CCCCN(C(=O)CSc1nc2ccccc2s1)c1c(N)n(CCCC)c(=O)[nH]c1=O,-3,-11,-10,4,-3,-20,5,-1,-12,-12,-11
Cc1ccc(CN2CC(C(=O)OCc3ccccc3Cl)CC2=O)cc1 (stereo not given),5,-4,-17,3,5,0,-1,-2,-12,-8,-2
O=C1CSC(=S)N1N=C1CCCCCC1,5,-2,24,2,4,-15,-5,3,3,27,7
Cc1nn2c(COc3ccc(NC(=O)c4ccccc4)cc3)nnc2c2ccccc12,-10,-29,-4,-6,11,-5,-3,7,13,3,0
Cc1nc2c([nH]1)C1(CCN(Cc3ccccc3)CC1)C(C#N)=C(N)O2,12,13,-13,10,10,-4,-3,2,-5,-4,0
CCOC(=O)N1CCN(C(=O)Cn2ncc3c2-c2ccccc2OC3)CC1,-5,-1,7,6,-2,14,10,1,8,0,-7
CC(C)CN(C(=O)c1cc(Cl)nc2ccccc12)c1c(N)n(Cc2ccccc2)c(=O)[nH]c1=O,-7,16,4,-6,2,-8,-4,-1,-1,-21,-5
O=C(Cc1cccc(NC(=O)C2CCCN(C(=O)C3CCCC3)C2)c1)Nc1cccc(C(=O)N2CCCCC2)c1 (stereo not given),7,16,-11,3,-4,7,6,-2,0,-16,0
C=CCSc1nc(C)c(Cc2cccc3ccccc23)c(=O)[nH]1,0,14,15,-6,21,-4,6,-4,2,-34,5
COc1cc(OC)c(OC)cc1/C=C1\CCC/C(=C\c2cc(OC)c(OC)cc2OC)C1=O,4,56*,-4,7,11,7,-6,33,9,-13,6
CCCCC(=O)NC(=O)NC(c1ccccc1)c1ccccc1,2,21,12,0,-5,-2,19,-20,-20,-3,7
